Screens deposited in PubChem by National Center for Advancing Translational Sciences (NCATS).
PI4K2A block = PI4K2A (human) kinase inhibition; Q9BTU6; purified PI4K2A, ADP-Glo luminescence, 1 h; active compounds read low; activity change, negative = inhibition, % at 76.9 µM; 420,000 compounds, 0.13% hits; AID 1346378; in the data active means activity change below about -50%; inconclusive means mostly about -30% to -49%;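 further: -100% = wells without enzyme as full effect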
Target sequence (Q9BTU6 whole entry, looked up): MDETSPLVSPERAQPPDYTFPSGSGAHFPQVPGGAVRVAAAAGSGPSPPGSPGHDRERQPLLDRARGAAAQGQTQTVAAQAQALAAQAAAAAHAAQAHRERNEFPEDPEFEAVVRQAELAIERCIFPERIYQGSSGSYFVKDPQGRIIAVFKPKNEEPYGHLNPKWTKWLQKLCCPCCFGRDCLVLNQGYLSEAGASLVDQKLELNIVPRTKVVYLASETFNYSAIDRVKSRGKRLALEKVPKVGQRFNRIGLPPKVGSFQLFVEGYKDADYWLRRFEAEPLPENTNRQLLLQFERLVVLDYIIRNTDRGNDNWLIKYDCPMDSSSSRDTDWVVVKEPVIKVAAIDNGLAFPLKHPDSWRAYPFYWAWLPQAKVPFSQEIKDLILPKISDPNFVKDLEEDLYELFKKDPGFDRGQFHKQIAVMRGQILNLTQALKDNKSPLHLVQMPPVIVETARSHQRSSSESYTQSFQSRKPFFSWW
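PI4K2A activity was measured by ADP-Glo luminescence: enzyme (4 ug/mL stock) and phosphatidylinositol (1.2 mM stock) in Tris pH 7.5/MgCl2/EGTA/Triton X-100 buffer were reacted with ATP (300 microM stock) for one hour at ambient temperature.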
HP1b chromo inh = HP1-beta chromodomain-methylated histone interaction inhibition; AlphaScreen HP1-beta / biotin-H3K9me3 peptide binding; AID 540317; Potency, µM (series often up to 114 µM), for inactives: top-dose activity change, negative = inhibition, actives largely listed as inhibitors; P83916; 390,000 compounds, 0.56% hits; further: potency means the concentration at half of the fitted maximal effect; nearly all actives have a fitted effect of over 70% in size; inactives centre near 23
Target sequence (P83916 whole entry, looked up): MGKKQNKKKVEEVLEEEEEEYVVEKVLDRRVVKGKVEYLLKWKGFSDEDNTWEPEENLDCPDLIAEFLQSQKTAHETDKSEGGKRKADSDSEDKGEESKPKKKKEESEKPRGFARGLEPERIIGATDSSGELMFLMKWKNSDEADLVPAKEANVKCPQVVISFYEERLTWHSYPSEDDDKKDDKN
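AlphaScreen: HP1-beta (50 nM) preformed 30 min with biotin-H3(1-18)K9me3 peptide (50 nM) in PBS pH 7.4, 0.01% Tween-20. Compound added for 30 min at RT, then streptavidin donor/nickel chelate acceptor beads (10 ug/mL) for 30 min.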
JMJD2A Tudor = inhibitors of human JMJD2A Tudor domain | O75164 | AlphaScreen JMJD2A-Tudor / H3K4me3 peptide binding | Potency, µM (doses to about 114 µM), without a hit: top-dose activity change, negative = inhibition, most hits filed as inhibitors | 390,000 compounds, 4.4% hits | AID 504339; further: potency means the concentration at half of the fitted maximal effect; on the % scale 0 is the no-effect control and ±100 the full control effect; nearly all actives have a fitted effect of over 50% in size
G9a inh = G9a (human) methyltransferase inhibition; Q96KQ7; G9a H3K9 monomethylation, AlphaScreen, 2 h; Potency, µM (doses to about 102 µM), inactives show top-dose activity, negative = inhibition, most hits filed as inhibitors; 350,000 compounds, 8.8% hits; AID 504332; further: potency means the concentration at half of the fitted maximal effect; on the % scale 0 is the no-effect control and ±100 the full control effect; nearly all actives have a fitted effect of over 75% in size
Target sequence (Q96KQ7 913-1193 limits assumed): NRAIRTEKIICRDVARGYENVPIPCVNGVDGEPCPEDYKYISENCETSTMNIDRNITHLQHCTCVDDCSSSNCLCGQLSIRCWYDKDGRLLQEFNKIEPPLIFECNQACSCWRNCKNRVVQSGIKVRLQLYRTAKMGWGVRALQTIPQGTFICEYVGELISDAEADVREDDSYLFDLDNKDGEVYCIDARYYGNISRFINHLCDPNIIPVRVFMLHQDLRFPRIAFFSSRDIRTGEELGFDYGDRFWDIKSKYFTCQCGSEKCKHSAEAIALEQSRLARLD
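G9a (20 nM) was preincubated 15 min with compound, then reacted 2 h at room temperature with 500 nM biotin-H3K9 peptide and 20 µM SAM. Monomethyl-H3K9 detected by AlphaScreen using anti-H3K9me1 antibody.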
POLH inh = inhibitors of human DNA polymerase eta; Q9Y253; recombinant Pol eta, fluorescent DNA replication assay; Potency, µM (series often up to 114 µM), inactives show at the top dose activity change, negative = inhibition, hits mostly inhibitors; 390,000 compounds, 1.2% hits; AID 588591; further: potency means the concentration at half of the fitted maximal effect; on the % scale 0 is the no-effect control and ±100 the full control effect
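Fluorescent replication assay: 50 nM final substrate added after a 15 min room-temperature compound preincubation with 10 nM enzyme. Signal taken at 0 min and again at 10 min.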
BAZ2B block = inhibitors of human BAZ2B bromodomain; Q9UIF8; AlphaScreen BAZ2B-H3K14Ac peptide displacement; Potency, µM (titrated, usually from 114 µM), for the others: top-dose activity change, negative = inhibition, hits mostly inhibitors; 360,000 compounds, 4.4% hits; AID 504333; further: potency means the concentration at half of the fitted maximal effect; on the % scale 0 is the no-effect control and ±100 the full control effect; nearly all actives have a fitted effect of over 60% in size
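AlphaScreen luminescence quantifies BAZ2B engagement of H3K14Ac peptide; the protein and biotinylated peptide are both at 50 nM final, buffer PBS pH 7.4 with 0.01% Tween-20, all steps at room temperature.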
PGK inhibitor = T. brucei PGK inhibition | P07378 | PGK/GAPDH coupled, Kinase-Glo luminescence, 60 min | Potency, µM (doses to about 57.5 µM), for inactives: top-dose activity change, negative = inhibition, hits mostly inhibitors | 380,000 compounds, 0.043% hits; further: potency means the concentration at half of the fitted maximal effect; on the % scale 0 is the no-effect control and ±100 the full control effect; nearly all actives have a fitted effect of over 60% in size
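Recombinant glycosomal PGK reaction used 1,3-bisphosphoglycerate generated in-well by GAPDH (100nM final) in 100mM TEA pH 7.6, 5mM MgCl2, 0.01% Tween-20. After 60 minutes at room temperature, ATP was read by Kinase-Glo Plus luminescence end-point.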
GLS inhibitor = inhibitors of human glutaminase (GLS); AID 624170; GLS enzymatic activity, qHTS titration; O94925; Potency, µM (doses to about 45.5 µM), without a hit: at the highest dose activity change, negative = inhibition, actives largely listed as inhibitors; 410,000 compounds, 0.21% hits; further: potency means the concentration at half of the fitted maximal effect; on the % scale 0 is the no-effect control and ±100 the full control effect
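Glutamate formation by hKGA was monitored fluorometrically using coupled glutamate oxidase, HRP and Amplex Red. Substrate was added as 1 mM L-glutamine solution; incubation was 30 min at RT after an initial read.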
Pin1 inh = inhibitors of human Pin1; Q13526; Pin1 FP peptide displacement, HiFluor488, 10 min; Potency, µM (top dose mostly 115 µM), without a hit: top-dose activity, negative = inhibition, hits mostly inhibitors; 390,000 compounds, 0.009% hits; AID 504891; active means well fitted inhibition curve with a large enough effect in the polarisation, with a control signal flat, not every such curve was filed as active; inconclusive means small, poorly fitted or top-dose-only effect, or effect the other way, or a change in a side signal; inactive means no such curve, though single readings can be large or run the other way; the % refers to the polarisation; further: potency means the concentration at half of the fitted maximal effect; on the % scale 0 is the no-effect control and ±100 the full control effect
Active calls of the source: *; i = inactive; ? = inconclusive; / = no result given; & = joins results of further samples; [ ] = remark or other dose. Unless noted, the call rests on the fitted dose curve; in most records, active means well fitted curve in the direction sought with a large enough effect; inconclusive means small, poorly fitted or top-dose-only effect, or another doubt; inactive means no such curve, though single readings can be large; an effect the other way counts as inactive or inconclusive. Not all compounds are listed. The share of hits here may be higher or lower than overall.

Second line of a record – POLH inh	HP1b chromo inh	BAZ2B block	Pin1 inh	GLS inhibitor	JMJD2A Tudor	G9a inh	PGK inhibitor	PI4K2A block
1. COc1ccc(NS(=O)(=O)c2cc(NC(=O)Cc3cccs3)ccc2C)cc1
    -24%	42%[activator]	-9%	1%	0%	9%	-5%[59 µM]	0%	-2
2. CCc1ccc(NC(=O)Cn2c(=O)oc3cc(S(=O)(=O)N4CCCCCC4)ccc32)cc1
    /	7%	-16%	7%	-6%	-31%	3%[59 µM]	/	-3
3. COc1ccc(CCNC(=O)c2coc3ccccc3c2=O)cc1OC
    -12%	4%	-3%	?	-5%	-26%	-40%	-8%	0
4. COc1cc(CC(=O)NC2CCCc3ccccc32)cc(OC)c1OC (centres undefined)
    -24%	32%	5%	-2%	-8%	-12%	-1%	7%	-4
5. O=C(O)COc1ccccc1/C=N/NC(=O)CN1CCN(Cc2ccccc2Cl)CC1
    0%	10%	-4%	1%	2%	-1%	/	5%	3
6. N#Cc1ccccc1OCC(=O)N1CCN(c2ccccc2F)CC1
    -18%	72%[activator]	32%[activator]	3%	-2%	?	41%[activator][59 µM]	-10%	-1
7. CN(C)c1ccc(CNC(=O)CCS(=O)(=O)c2ccc3c(c2)n(C)c(=O)c(=O)n3C)cc1
    -16%	-27%	?	20%	0%	?	18µM*	?	-3
8. CCC(C)NC(=O)c1ccccc1NC(=O)CN(c1ccc(OC)cc1)S(C)(=O)=O (centres undefined)
    3%	21%	?	-2%	-12%	-2%	-3%	-1%	-3
9. CC1(C)CC(CC(=O)O)CC(C)(C)N1
    -9%	11%	-16%	-2%	-1%	-12%	-36%	-5%	4
10. COc1cc(-c2ccno2)ccc1S(=O)(=O)N1CCN(c2ccccc2)CC1
    -10%	-1%	-22%	9%	13%	-35%	-4%[59 µM]	-6%	-2
11. CC(CCc1ccccn1)C(=O)C(C)CCc1ccccn1 (centres undefined)
    -26%	32%	/	-3%	-9%	-2%	/	2%	-1
12. CC1=CC(C)[C@@H]2COC(c3ccc(O)cc3)[C@H]1C2C (some centres undefined)
    -13%	10%	-13%	-1%	14%	-25%	8%[2.33 µM]	i	-2
13. CC(C)(C)NC(=O)c1cnn(-c2ccccc2)c1C1CCN(C(=O)OC(C)(C)C)CC1
    -16%	43%[activator]	8%[57.1 µM]	-1%	4%	5%	-3%[59 µM]	2%	-3
14. CCc1nnc(NS(=O)(=O)c2ccc(NC(=S)NC(=O)c3ccc(OC)c(OC)c3)cc2)s1
    -5%	2%	-35%	-18%	1%	-22%	?	/	-2
15. COc1ccc(CCN2C(=O)c3oc4cc(C)cc(C)c4c(=O)c3C2c2ccc(F)cc2)cc1OC (centres undefined)
    /	4%	-19%	-4%	0%	-29%	0%[59 µM]	/	-3
16. CCOC(=O)C(O)C1CCc2c([nH]c3ccc(C)cc23)C1=O (centres undefined)
    -9%	4%	-30%	7%	-28%	?	/	0%	-4
17. COc1ccc(O)c(C2=Nc3ccccc3N=C(c3ccccc3)C2)c1
    4%&-14%	7%&19%	?	0%&38%	0%&1%	-12%&-15%	-44%&-23%[59 µM]	-7%&-1%	-6&-3
18. COc1ccc(CN2CCCC(N3CCc4ccccc4C3)C2)c(O)c1 (centres undefined)
    2%	31%	?	-4%	-4%	-26%	/	-9%	2
19. Cc1ccc(CNC(=O)Nc2ccc(F)cc2)n1C
    -4%	29%	-36%	?	-9%	?	50µM*	i	2
20. Cc1ccc(NC(=O)CC(C(=O)O)c2ccccc2)cc1 (centres undefined)
    -15%	10%	12%	-14%	4%	-13%	10%[59 µM]	i	1
21. CCOc1cc(C(=O)OC(C)C(=O)Nc2ccc(NC(C)=O)cc2)ccc1OCC(=O)N1CCCCC1 (centres undefined)
    -14%	14%	-16%	-5%	12%	2%	-3%	8%	-2
22. C/C(=N/OC(=O)c1c(-c2ccccc2Cl)noc1C)c1cnccn1
    -11%	63%[activator]	0%	-1%	-7%	-10%	5%	i	3
23. CCOc1ccc(-c2nc3scc(-c4cccs4)c3c(=O)[nH]2)cc1
    -10%	32%	3%	-6%	-4%	-2%	9%	-14%	-4
24. COC(=O)CN(c1cc(Cl)ccc1OC)S(=O)(=O)c1ccc(C)cc1
    -4%	36%	-4%	-1%	0%	3%	/	0%	3
25. COc1cccc(OCCCOc2ccc([N+](=O)[O-])cc2Cl)c1
    -4%	32%[activator]	-3%	42%[activator]	0%	3%	/	i	4
26. Cc1cc(SCC(=O)NCc2ccccc2Cl)nc(=O)[nH]1
    ?	28%	-1%	-2%	-1%	0%	-15%[59 µM]	i	2
27. Cc1oc(/C=N/NC(=O)CN(c2ccccc2Br)S(C)(=O)=O)cc1Br
    -6%	-26%	?	?	8%	?	71µM*	0%	8
28. CCOc1ccc(S(=O)(=O)n2cc(F)c(=O)[nH]c2=O)cc1[N+](=O)[O-]
    -11%	8%[57 µM]	?	-4%	1%	-16%	-18%	1%	-2
29. Cc1ccc(-c2cccc(NC(=O)C3C4C=CC(C4)C3C(=O)O)c2)o1 (centres undefined)
    -19%	16%	?	?	2%	-33%	?	-7%	-3
30. COc1cc(C(C)=O)ccc1OC(=O)N1CCOCC1
    9%	/	/	/	-2%	/	/	4%	0

More results:
Second line of a record – POLH inh	HP1b chromo inh	BAZ2B block	Pin1 inh	GLS inhibitor	JMJD2A Tudor	G9a inh	PGK inhibitor	PI4K2A block
31. Cc1ccccc1NC(=O)c1c(C)oc2ccc(O)c(CN(C)Cc3ccccc3)c12
    -27%	8%	-24%	-3%	20%	-29%	-37%[59 µM]	0%	-5
32. COc1ccc(S(=O)(=O)NCCCCCC(=O)NCCCN2CCOCC2)cc1
    -9%	40%[activator]	-3%	-3%	-2%	-1%	-1%[59 µM]	-4%	9
33. COc1ccc(-n2c(COc3cccc(C)c3)n[nH]c2=S)cc1
    -7%	18%	-2%	1%	-25%	?	17%[0.501 µM]	-3%	2
34. CCCCOC(=O)N1CCOCCOCCOCC1
    -8%	-22%	3%	4%	-1%	-24%	34%[activator]	i	-1
35. CC(C)c1ccc(Nc2cc(C(=O)NCCc3ccccc3)c3ccccc3n2)cc1
    -9%	25%	/	1%	1%	-17%	10%[59 µM]	-3%	2
36. Nc1[nH]nc2c1NN(c1ccc(Cl)cc1Cl)N2
    -11%	0%	25µM*	2%	9%	-24%	?	-1%	-1
37. CCC1(c2ccc(F)cc2)NC(=O)N(CC(=O)NC2CCCC(C)C2C)C1=O (centres undefined)
    -18%	25%	/	0%	12%	-4%	/	-10%	5
38. CC(C)N(C(=O)COC(=O)Cn1cnc2ccccc21)c1ccccc1
    -22%	25%	-3%	-4%	-2%	0%	?	-7%	-3
39. Cc1nc([N+](=O)[O-])cn1CC(=O)NCCCO
    -10%	16%	-14%	7%	-2%	-7%	-1%[59 µM]	i	-2
40. Oc1ccccc1-n1nc2ccc3nonc3c2n1
    2%	50%[activator]	-2%	3%	18%	-13%	6%	4%	-1
41. COc1cccc(NC(=O)C(C)NS(=O)(=O)c2ccc(Br)cc2)c1 (centres undefined)
    -3%	16%	-12%	-1%	1%	-4%	19%	-8%	-2
42. Cc1ccc(-n2c(C)cn(C(=O)c3ccccc3)c2=S)cc1
    -7%	39%	-9%	-2%	6%	-7%	-20%[59 µM]	-14%	-1
43. CC(=O)N1CCC[C@H]1C(=O)O
    -11%	6%[57 µM]	/	2%	-7%	7%	?	-8%	4
44. COCCNC(=O)CCCn1c(SCC(=O)Nc2cccc(C)c2)nc2c(sc3ccccc32)c1=O
    22%	41%[activator]	?	?	0%	2%	1%[59 µM]	3%	-3
45. O=C(CN1C(=O)S/C(=C\c2ccc(C(=O)O)cc2)C1=O)Nc1ccccc1
    -3%	46%[activator]	-2%	4%	1%	-14%	/	-2%	0
46. CCN(CC)S(=O)(=O)c1cnccc1N1CCN(c2cccc(Cl)c2)CC1
    -18%	2%	-39%	-10%	12%	?	13%	4%	3
47. CCCNC(=O)CCC(=O)Nc1ncc(-c2ccc(C)cc2)n1C
    -8%	38%	?	-3%	14%	-30%	-3%	3%	4
48. CCCCCCCCCC(=O)N1CCN(c2cc3c(cc2F)c(=O)c(C(=O)O)cn3CC)CC1
    -1%	60%[activator]	?	-2%	0%	-8%	2%	2%	2
49. COC(=O)c1cc(NC(=O)c2c(-c3ccccc3)noc2C)ccc1N1CCOCC1
    -16%	14%	1%	-9%	6%	-14%	8%	-2%	5
50. CC(C)(C)NC(=O)C(c1cccs1)N(Cc1ccco1)C(=O)c1csnn1 (centres undefined)
    1%	20%	-11%	2%	-3%	-7%	18%	1%	0
51. Cc1cccc(C)c1OCC(O)Cn1ccnc1C (centres undefined)
    -14%	26%	5%	1%	9%	-23%	-3%	i	-2
52. COc1cc2c(cc1OC)CN(C(=S)Nc1c(C)cccc1C)CC2
    -8%	13%	-5%	-2%	-1%	-21%	-3%[59 µM]	-1%	6

Sorted by length of the SMILES (ascending): part of the list above.
Second line of a record – POLH inh	HP1b chromo inh	BAZ2B block	Pin1 inh	GLS inhibitor	JMJD2A Tudor	G9a inh	PGK inhibitor	PI4K2A block
19. Cc1ccc(CNC(=O)Nc2ccc(F)cc2)n1C
    -4%	29%	-36%	?	-9%	?	50µM*	i	2
11. CC(CCc1ccccn1)C(=O)C(C)CCc1ccccn1 (centres undefined)
    -26%	32%	/	-3%	-9%	-2%	/	2%	-1
15. COc1ccc(CCN2C(=O)c3oc4cc(C)cc(C)c4c(=O)c3C2c2ccc(F)cc2)cc1OC (centres undefined)
    /	4%	-19%	-4%	0%	-29%	0%[59 µM]	/	-3
